Compound activity as filed in PubChem BioAssay.
Myeloid diff 2: induction of myeloid progenitor differentiation, primary screen, cell-based, flow cytometry, MLPCN library. ER-HoxA9 myeloid progenitors, lysozyme-GFP differentiation. calls only at 10 µM. actives 1% (n = 360,000). AID 624256, 2012;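 active = normalized GFP-positive differentiation at or above the plate's own cutoff, the solvent-only control mean plus 3 SD; inconclusive = no clear call, values can overlap the other calls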;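 also: cells exposed to compound for four days before flow analysis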
b-catenin transl: modulators of beta-catenin nuclear translocation, primary screen, imaging, HeLa cells, immunofluorescence, high-content. AID 1665, 2009. actives 0.3% (n = 190,000). nuclear translocation activity, % at 5 µM;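 active = nuclear translocation activity above 50% at 5 µM, with a well cell count of 50 or more; inconclusive = wells under 50 cells across six images, flagged as toxic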;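 also: per-cell ratio of nuclear to cytoplasmic median beta-catenin stain intensity; plate controls were DMSO negative control for no effect and GSK-3 inhibitor IX positive control for full effect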
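Signal – beta-catenin immunofluorescence imaging with DAPI · Test system – human HeLa cell line · Dosing – 5 µM primary single dose, 0.1% DMSO, 0.02–20 µM confirmation series · Measure – % activation, nuclear-to-cytoplasmic median beta-catenin signal ratio per cell · Incubation – 24 h compound exposure at 37°C, 5% CO2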
West Nile virus CPE: West Nile virus antiviral activity, cell-based, CPE readout (AID 1621) | West Nile virus-infected cells, CPE inhibition; higher % means a stronger effect | actives 0.02% (n = 290,000) | one-dose CPE inhibition, % at 10 µM; IC50 in µM for titrated hits; in the data active = a potency from the dose series; inconclusive = CPE inhibition mostly from about 3.7% at the one dose, without a potency; inactive = the rest, 99 in 100 with CPE inhibition below about 2.2%; also: strong numbers were not always called active
Large T inhibition: SV40 large T antigen inhibitors, biochemical (AID 1903); SV40 large T antigen ATPase/helicase inhibition assay; higher % means a stronger effect; actives 0.39% (n = 310,000); inhibition, % at 20 µM, or IC50 in µM where a hit was titrated; in the data active = a potency from the dose series; inconclusive = inhibition mostly from about 32% at the one dose, without a potency; inactive = the rest, 99 in 100 with inhibition below about 32%; also: strong numbers were not always called active
RSV antiviral HEp-2: RSV antiviral activity via CPE protection, HEp-2 cells, primary 10 µM value included (AID 2391); HEp-2 cells, RSV-induced CPE inhibition; higher % means a stronger effect; one-dose CPE inhibition, % at 10 µM; IC50 in µM for titrated hits; actives 0.13% (n = 310,000); in the data active = a potency from the dose series; inconclusive = CPE inhibition mostly from about 23% at the one dose, without a potency; inactive = the rest, 99 in 100 with CPE inhibition below about 21%; also: strong numbers were not always called active
T cell modulator: modulators of CD8 T cell-vesicle binding, primary screen, mouse 2C CD8+ T cells, flow cytometry. 2C CD8+ T cell-vesicle binding; active compounds read low. calls only at 7 µM. actives 0.068% (n = 330,000). AID 2052, 2009;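 active = response, share of CD8 T cells binding vesicles, and their 90th percentile fluorescence all below set limits, cut at about 80% in these data, passing the limit was not always enough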
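System: murine 2C transgenic CD8+ T lymphocytes; also added: QL9-loaded Drosophila micro-vesicles; times: binding 1.5 h at 37 °C; measured by: flow cytometry, PE anti-B7-1 (FL2) versus Alexa647 anti-CD8 (FL8), PFA-fixed; control set: Peptide-free naked vesicles (low) and QL9 vesicles with 0.7% DMSO vehicle (high)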
Rac1 GTP hydrolysis: MgcRacGAP GTPase-activating activity inhibitors, confirmation, biochemical, ADP Hunter fluorescence; Rac GTPase-activating protein 1 (Homo sapiens); MgcRacGAP-stimulated Rac1 GTP hydrolysis, ADP Hunter fluorescence; higher % means a stronger effect; GST-tagged Rac1 F28L mutant substrate; inhibition, % at 30 µM; hits with a dose series show IC50 in µM; actives 0.6% (n = 340,000);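 active = first-screen hits whose inhibition reached a set limit at any dose in the follow-up dose series; inconclusive = inhibition above the set first-screen limit but never retested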;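 also: fluorescence reports GDP produced by GAP-driven GTP hydrolysis; strong numbers were not always called active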
WT yeast gro inh: growth inhibition of WT strain, primary screen, mitochondrial fusion inhibitor project, WT and mutant strains, chemical genetic. inhibition, % at 10 µM. mitochondrial fusion phenotypic screen. actives 2.1% (n = 190,000); in the data active = inhibition above about 58%; tested in S. cerevisiae
Salmonella PhoP GFP: inhibitors of PhoP regulon expression, primary screen, Salmonella Typhimurium, GFP reporter (AID 1863); actives 0.16% (n = 300,000); S. Typhimurium PhoP-regulated promoter GFP reporter, 4 h; higher % means a stronger effect; one-dose inhibition, % at 50 µM; IC50 in µM for titrated hits;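 active = inhibition over 29.93%, a cutoff 3 SD above the screen mean, later confirmed by dose response; inconclusive = inhibition over 29.93% but no dose response follow-up; inactive = inhibition at most 29.93% or unconfirmed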;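 also: 0% = low Mg2+ inducing control and 100% = high Mg2+ repressing control; strong numbers were not always called active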
WT yeast gro inh mutant strain: recorded beside WT yeast gro inh, whose call it bears; inhibition, %; mitochondrial fusion phenotypic screen, mutant strain inhibition
b-catenin transl cell count 5 µM: second read-out of b-catenin transl, no call of its own (marks repeat the call); cell count; measured here: cell count, cytotoxicity flag
T cell modulator vesicle-bound %: recorded beside T cell modulator, whose call it bears; double positive events, %; measured here: CD8+ vesicle-bound cell fraction;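 binding gate set so that unloaded-vesicle control wells show 10% double positive cells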
Myeloid diff 2 GFP+ MAC1+ %: recorded beside Myeloid diff 2, whose call it bears; GFP+ MAC1+ double positive, %; measured here: differentiation confirmed by MAC1 staining
* = called active by the depositor; i = inactive; ? = inconclusive; . = not tested or not shown.

SMILES	Myeloid diff 2	Myeloid diff 2 GFP+ MAC1+ %	b-catenin transl	b-catenin transl cell count 5 µM	West Nile virus CPE	Large T inhibition	RSV antiviral HEp-2	T cell modulator	T cell modulator vesicle-bound %	Rac1 GTP hydrolysis	WT yeast gro inh	WT yeast gro inh mutant strain	Salmonella PhoP GFP
Cc1ccc(NC(=O)CSCC(=O)NCCc2ccccc2)c(C)c1	i	0.2	.	.	.	.	0.5%	i	44	4%	.	.	.
CC(C)c1nnc(NC(=O)COc2ccc3c(c2)OCO3)s1	i	0.7	.	.	-0.3%	6%	?	i	19	5%	.	.	3%
COc1ccc(S(=O)(=O)N(CC(=O)O)c2ccccn2)cc1	i	0.8	-7.3	1065	.	11%	1.0%	i	38	10%	-3	-3	-14%
COc1cc2c(cc1OC)C1(CCCCC1)CN(C)C2	i	0.2	-0.1	1339	-0.4%	7%	0.9%	i	26	4%	.	.	19%
Cc1nc(C#N)c(NCc2ccc3c(c2)OCO3)o1	i	0.7	3.4	1095	1.0%	7%	1.4%	i	39	3%	1	3	4%
CCOC(=O)c1ccccc1NC(=O)/C(C)=C/C(=O)O	i	2.4	-0.3	1444	1.2%	-2%	-0.5%	i	39	4%	8	13	-11%
COc1ccc(OC2CCN(S(=O)(=O)c3ccc(OC)c(OC)c3)CC2)cc1	i	0.8	.	.	-1.6%	14%	0.4%	i	44	11%	.	.	5%
Cc1ccccc1C(=O)Nn1cnnc1	i	0.5	.	.	0.5%	1%	0.1%	i	50	15%	.	.	-5%
Cc1ccc(OCC(=O)N/N=C2\CCOc3c(C)cccc32)cc1	i	0.4	-1.3	1362	-0.2%	-1%	3.1%	i	59	13%	13	12	-17%
CC1Cc2ccccc2N1C(=O)CSc1nc2c(c(=O)n(C)c(=O)n2C)n1Cc1ccccc1 (stereo unspecified)	i	0.9	4.9	808	-0.9%	3%	18%	i	15	15%	39	30	-4%
CCn1cc(S(=O)(=O)c2ccc(OC)cc2)c(=O)c2cc(F)c(N3CCN(C)CC3)cc21	i	0.0	.	.	0.9%	9%	0.9%	i	38	4%	.	.	-7%
Cc1cccc([C@@H](NC(=O)OC(C)(C)C)C(=O)OC(C)(C)C)c1	i	1.0	.	.	.	.	0.2%	i	44	9%	.	.	.
COC(=O)c1sc(N)c(C(=O)OC)c1COC(=O)c1c(C)noc1C	?	.	24	855	1.8%	7%	-1.6%	i	40	4%	-11	-9	7%
O=C(CC1SC(N2CCCCC2)=NC1=O)Nc1cccc(C(=O)Nc2ncccc2O)c1 (stereo unspecified)	i	1.2	.	.	.	33%	-0.1%	i	54	-1%	.	.	-4%
CCOC(=O)c1nc[nH]c1C	i	6.8	-1.6	1217	-0.3%	3%	.	i	32	3%	6	1	-14%
CC(C)N(Cc1ccccc1)C(=O)COC(=O)C1CCN(S(=O)(=O)c2ccc3c(c2)OCCO3)CC1	i	0.6	.	.	.	13%	1.1%	i	58	3%	.	.	4%
C1CC1Cc1noc(CN2CCN(CC3CC3)CC2)n1	i	0.3	1.6	975	-0.2%	21%	-0.8%	i	42	0%	-9	-5	-4%
Cc1cc(C(=O)NCc2nc(-c3ccccc3)no2)ccc1[N+](=O)[O-]	.	.	-2.7	1080	0.1%	-4%	5.3%	i	42	-3%	22	5	2%
COc1ccc(CCn2c(=N)c(C(=O)N3CCN(C)CC3)cc3c(=O)n4ccccc4nc32)cc1	i	0.7	-0.3	1148	-0.1%	13%	-1.4%	i	40	5%	0	0	-9%
Cc1ccsc1/C=C(\C#N)C(=O)NCc1cccnc1	i	0.1	1.3	830	-0.3%	8%	0.0%	i	0	6%	-6	4	2%
CC(C)CCNC(=O)Nc1ccc2c(c1)N(C)C(=O)CS2	i	0.9	-6.2	1264	-0.4%	4%	1.3%	i	1	7%	10	33	-10%
CCc1ccc(OCc2cnc(Cl)s2)cc1	i	0.7	-4.0	1072	0.0%	12%	-1.0%	i	52	9%	-15	-7	-1%
C/C=C(\C)CN1CCC(Oc2cccc(C(=O)NCc3ccccn3)c2)CC1	i	0.7	.	.	-0.5%	14%	-0.2%	i	69	7%	.	.	-1%
COc1ccc(/C(C)=N/NC(=O)c2ccncc2)cc1	i	0.6	.	.	-0.3%	11%	-0.3%	i	49	4%	.	.	-8%
COc1ccccc1CN(C(=O)CNC(=O)c1ccco1)C(C(=O)NCC1CCCO1)c1ccc(OC)c(OC)c1 (stereo unspecified)	?	.	.	.	-0.5%	88%	1.9%	i	24	0%	.	.	-4%

Individual results from the entries so far:
For RSV antiviral HEp-2, `CCOC(=O)c1ccccc1NC(=O)/C(C)=C/C(=O)O` shows -0.5%
For RSV antiviral HEp-2, `Cc1ccccc1C(=O)Nn1cnnc1` shows 0.1%

Only Rac1 GTP hydrolysis and b-catenin transl, for two of the compounds above:
compound | Rac1 GTP hydrolysis | b-catenin transl
COc1ccc(/C(C)=N/NC(=O)c2ccncc2)cc1 | 4% | .
COc1ccccc1CN(C(=O)CNC(=O)c1ccco1)C(C(=O)NCC1CCCO1)c1ccc(OC)c(OC)c1 (stereo unspecified) | 0% | .

More structures.
SMILES	Myeloid diff 2	Myeloid diff 2 GFP+ MAC1+ %	b-catenin transl	b-catenin transl cell count 5 µM	West Nile virus CPE	Large T inhibition	RSV antiviral HEp-2	T cell modulator	T cell modulator vesicle-bound %	Rac1 GTP hydrolysis	WT yeast gro inh	WT yeast gro inh mutant strain	Salmonella PhoP GFP
O=C(CCc1ccc(S(=O)(=O)N2CCOCC2)cc1)Nc1ccc2c(c1)OCCO2	i	0.2	0.3	1294	0.3%	8%	1.7%	i	32	4%	.	.	-7%
O=C(CSc1ncnc2c1cnn2-c1ccccc1)NCC1CCCO1 (stereo unspecified)	i	0.9	.	.	.	9%	13%	i	28	11%	.	.	4%
CC(C)=CC(=O)NCCc1ccccc1	i	8.7	-3.4	1157	0.4%	2%	0.5%	i	54	-2%	10	15	3%
O=C1CCCC(O)=C1N=Nc1cccc(S(=O)(=O)N2CCOCC2)c1	i	0.1	1.3	1339	0.6%	3%	3.3%	i	21	5%	.	.	-5%
COc1ccc(N(C)C(=O)CCS(=O)(=O)c2cccc3nsnc23)cc1	i	0.6	.	.	-0.2%	16%	4.7%	i	42	4%	.	.	5%
O=C(COC(=O)c1ccc(O)cc1)NC(=O)NCc1ccccc1	i	0.4	.	.	.	.	-0.1%	i	48	3%	.	.	.
CCCC(=O)Nc1sc2c(c1C(=O)Nc1ccccn1)CCCC2	i	0.5	-1.1	1097	-0.9%	22%	-1.1%	i	19	9%	-4	-1	-4%
C=CCc1cccc(/C=N/NC(=O)c2ccccc2Br)c1O	i	0.2	2.6	1018	-0.5%	-8%	11%	i	63	5%	3	12	-3%
CC(=O)c1ccccc1NC(=O)COC(=O)Cc1cccc(C(F)(F)F)c1	i	0.8	.	.	.	.	0.9%	i	28	6%	.	.	.
O=c1nc(N2CCOCC2)ccn1-c1nc(-c2ccccc2)sc1-c1ccccc1	i	0.3	-3.7	1005	-0.1%	10%	1.5%	i	32	7%	.	.	-7%
Cc1ccc2c(c1)NCC(C(=O)NC1CCC(C)CC1)O2 (stereo unspecified)	i	1.5	-1.2	519	.	-22%	1.2%	i	55	16%	7	-2	-2%
Cc1c(N2C(=O)/C(=C3/C(=O)N(C)c4ccccc43)SC2=S)c(=O)n(-c2ccccc2)n1C	i	1.4	0.0	1344	-0.1%	2%	5.3%	i	49	9%	17	-11	3%
O=C(Nc1nc2c(F)cc(F)cc2s1)C1CC1	i	0.5	.	.	0.1%	15%	0.6%	i	27	10%	.	.	.
COc1cc(Cl)c(C)cc1NC(=O)Cn1c(NCCO)nc2ccccc21	i	0.3	3.3	856	-0.3%	4%	-2.2%	i	29	17%	.	.	-2%
O=C(/C(C=Nc1cc2c(oc1=O)CCCC2=O)=C(\O)c1ccccc1)c1ccccc1	i	0.1	0.3	1452	0.4%	0%	-1.2%	i	27	5%	6	5	-7%
CCC(C)CCN1C(Nc2ccccc2)=NC[C@@H]1CC(C)C (stereo partly specified)	i	1.2	.	.	-2.0%	6%	-2.4%	i	21	5%	.	.	3%
CC(=O)Nc1ccc(OS(=O)(=O)c2ccc(Cl)cc2)cc1	i	1.2	.	.	0.1%	1%	0.5%	i	10	3%	.	.	-1%
CN1CCN(c2ccc(NC(=O)c3ccc(-c4ccc(Cl)cc4)o3)cc2)CC1	i	0.8	.	.	1.2%	20%	-2.7%	i	33	15%	.	.	1%
COc1ccc(/C=C2\Oc3cc(OCC(=O)N4CC(O)C[C@H]4C(=O)O)ccc3C2=O)cc1OC (stereo partly specified)	i	3.4	.	.	-0.3%	.	1.4%	i	45	9%	.	.	.
Cc1ccc(OCC(=O)Nc2nnc(S(=O)(=O)N3CCCCC3)s2)cc1	i	5.2	.	.	-0.2%	7%	.	i	26	-9%	.	.	-2%
O=C(NNC(=O)c1ccccc1Br)c1ccc2nc[nH]c2c1	i	5.3	.	.	0.1%	-3%	1.7%	i	30	11%	.	.	14%
Cc1cc(C(=O)CN2C(=O)C(=O)N(CC(C)C)C2=O)c(C)n1C1CC1	i	1.0	.	.	.	.	1.2%	i	42	5%	.	.	.
CCN(CC)S(=O)(=O)c1cccc(NC(=O)COC(=O)/C=C/c2cccs2)c1	i	0.4	-0.7	1331	0.2%	5%	0.9%	i	60	0%	.	.	-6%
Cc1c(C(=O)O)sc2nc(/C=C/c3cccc(F)c3)[nH]c(=O)c12	i	0.6	.	.	-0.3%	-1%	-0.7%	i	17	13%	.	.	8%
COc1ccc2c(c1)C(=O)N(c1ccc(C)cc1C)C(=O)C2(C)C	i	0.9	.	.	-1.2%	2%	0.9%	i	48	0%	.	.	4%
